TAAR1 antag – antagonists of human TAAR1. Q96RJ0. CHO RD-HGA16 TAAR1, Fluo-8 calcium fluorescence, antagonist. inhibition, % at 3 µM. 360,000 compounds, 1.5% hits. AID 624466;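 active means inhibition above a per-plate cutoff, the mean inhibition of test compounds on that plate plus 3 SD, cut at about 49% in these data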;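 further: 0% = DMSO plus EC80 beta-PEA response and 100% = DMSO alone without agonist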
Target sequence (Q96RJ0 whole entry, looked up): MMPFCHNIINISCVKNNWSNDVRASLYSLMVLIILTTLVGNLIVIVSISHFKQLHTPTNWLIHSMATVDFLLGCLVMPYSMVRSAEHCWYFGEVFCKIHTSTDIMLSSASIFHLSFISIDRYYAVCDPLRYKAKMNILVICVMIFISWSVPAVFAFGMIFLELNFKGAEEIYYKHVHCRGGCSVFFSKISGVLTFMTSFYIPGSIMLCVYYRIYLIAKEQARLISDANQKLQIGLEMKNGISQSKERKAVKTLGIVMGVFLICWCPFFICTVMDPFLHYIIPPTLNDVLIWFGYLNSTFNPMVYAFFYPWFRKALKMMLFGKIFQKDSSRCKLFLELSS
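Material: CHO RD-HGA16 cells bearing hTAAR1; compound dosing: one-point dosing, 3 µM nominal final; schedule: dye loading 75 min at 37 °C, then 30 min room temperature; measured by: calcium fluorescence with Fluo-8; control set: vehicle and agonist controls; replication: n of 1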
CHO-K1 Ca antag – counter-screen for M1 antagonists: effect in parental CHO-K1 cells | ATP-induced calcium, Fluo-8 fluorescence | inhibition, % at 3 µM | 360,000 compounds, 0.6% hits | AID 602250;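 active means inhibition above a per-plate cutoff, the plate's mean sample inhibition plus 3 SD, cut at about 24% in these data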;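 further: 0% = DMSO plus EC80 ATP and 100% = DMSO alone without ATP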
CHRM1 agonist – activates human CHRM1 receptor; CHO-K1 hM1, Fluo-8 calcium fluorescence, agonist mode; 0% DMSO, 100% acetylcholine EC100; activation, % at 3 µM; 360,000 compounds, 0.33% hits;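 active means activation above the run's mean compound activation plus 3 SD, cut at about 16% in these data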;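 further: peak over basal fluorescence ratio within a 140 s kinetic read after compound addition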
Target sequence (P11229 whole entry, looked up): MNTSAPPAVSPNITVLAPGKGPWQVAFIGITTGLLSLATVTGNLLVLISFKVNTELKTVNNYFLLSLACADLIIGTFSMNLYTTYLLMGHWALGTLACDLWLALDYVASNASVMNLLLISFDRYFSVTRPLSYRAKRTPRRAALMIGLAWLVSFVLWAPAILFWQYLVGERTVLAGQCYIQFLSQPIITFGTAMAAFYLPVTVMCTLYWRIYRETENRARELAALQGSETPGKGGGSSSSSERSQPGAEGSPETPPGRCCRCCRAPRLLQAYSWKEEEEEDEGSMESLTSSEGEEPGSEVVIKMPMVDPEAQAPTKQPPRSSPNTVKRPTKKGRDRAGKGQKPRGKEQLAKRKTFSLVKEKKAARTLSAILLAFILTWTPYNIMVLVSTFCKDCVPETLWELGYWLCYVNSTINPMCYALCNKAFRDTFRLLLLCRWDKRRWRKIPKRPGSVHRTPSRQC
CHO parental Ca – counter-screen: ATP calcium response change in parental CHO cells; parental CHO-K1, ATP-induced calcium, Fluo-8 fluorescence; inhibition, % at 5.6 µM; 330,000 compounds, 0.63% hits;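 active means inhibition above that plate's mean sample inhibition plus 3 SD, cut at about 26% in these data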;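 further: 0% = ATP-challenged DMSO wells and 100% = DMSO wells without ATP; some compounds past the cut are filed as inactive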
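material = parental CHO cells | also added = ATP as calcium-mobilizing challenge | dosing = single point at 5.6 µM | detection = intracellular calcium via Fluo-8 no-wash fluorescent dye | read-out = % inhibition | benchmarks = low control ATP plus DMSO, high control DMSO only | repeats = one well per compound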
TAAR1 agonist – agonists of human TAAR1; Q96RJ0; activation, % at 3 µM; AID 624467; CHO RD-HGA16 TAAR1, Fluo-8 calcium fluorescence; vehicle wells 0%, saturating PEA agonist 100%; 360,000 compounds, 0.99% hits;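 active means activation above the mean activation of all test compounds in the run plus 3 SD, cut at about 38% in these data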
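System: CHO-derived RD-HGA16 cells with stable Gα16 and human TAAR1. Times: 17-24 h plating, Fluo-8 75 min 37 °C, 30 min RT. Measured by: calcium-sensitive Fluo-8 signal, excitation 470-495, emission 515-575 nm. Read-out basis: % activation relative to PEA EC100 response. Control set: DMSO and PEA EC100. Repeats: no replicates (n 1).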
OXTR potentiator – potentiators of human oxytocin receptor. 320,000 compounds, 0.061% hits. activation, % at 3 µM. P30559. CHO-OTR cells, Fluo-8 calcium fluorescence, potentiator mode; 0% = oxytocin EC15, 100% = EC100;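 active means activation above that plate's cutoff, the mean activation of tested compounds plus 3 SD, cut at about 6.6% in these data, passing the limit was not always enough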;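 further: 100% uses oxytocin at 75 nM as the full agonist control; some results filed as inactive read as strong as hits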
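assay system = CHO-OTR cells, human receptor | schedule = compound 6 min at room temperature before oxytocin, 100 s read | detection = Fluo-8 intracellular calcium fluorescence, ex 470-495, em 515-575 nm | evaluation = normalized max/min fluorescence ratio, % activation | control set = EC15 oxytocin alone as 0%, 75 nM oxytocin (EC100) as 100%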
M1 PAM parental – nonselective activator or artifact in parental CHO-K1 calcium assay; activation, % at 3 µM; ATP EC20, Fluo-8 calcium fluorescence; 0% at ATP EC20, 100% at ATP max; 360,000 compounds, 0.02% hits;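 active means activation above the run cutoff, the mean activation of all test compounds plus 3 SD, cut at about 40% in these data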;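 further: peak over basal fluorescence ratio in a 140 s read after ATP addition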
M1 antag – human CHRM1 antagonism; P11229; CHO-K1 hM1, Fluo-8 calcium fluorescence, ACh EC80 antagonist; inhibition, % at 3 µM; 360,000 compounds, 1.3% hits;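 active means percent inhibition above its own plate's cutoff, namely the mean of that plate's compound wells plus 3 SD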;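 further: peak over basal fluorescence ratio during 140 s after agonist addition; 0% = ACh EC80 plus DMSO and 100% = DMSO alone without agonist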
CHO-K1 Ca ag – nonselective activator or artifact in parental CHO-K1 cells; Fluo-8 calcium fluorescence; scaled to maximal ATP response, vehicle zero; activation, % at 3 µM; 360,000 compounds, 0.48% hits; AID 602248; in the data active means activation above about 15%;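 further: untransfected CHO-K1 host cells lacking M1 receptor as counterscreen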
Active calls of the source: *; / = no result given; & = joins results of further samples.

SMILES	TAAR1 antag	CHO-K1 Ca antag	CHRM1 agonist	CHO parental Ca	TAAR1 agonist	OXTR potentiator	M1 PAM parental	M1 antag	CHO-K1 Ca ag
O=C(NCC(c1cccnc1)N1CCN(c2ccc(F)cc2)CC1)c1ccc(F)cc1 (stereo not given)	-6	-7	0	-13	0	-4	10	-11	1.0
Cc1ccc(N(C(=O)Cc2cccs2)C(C(=O)NCC2CCCO2)c2ccncc2)cc1 (stereo not given)	0	-9	-5	-23	7	-7	19	-10	2.5
CCN(CC)CCn1cnc2c1c(=O)[nH]c(=O)n2Cc1ccccc1	-7	10	-9	-15	5	-10	-6	2	-0.1
Cc1nn(C)c(Oc2cccc(Cl)c2)c1C=O	4	0	-5	-10	11	-11	2	-3	-0.1
CC(=O)c1c(C)[nH]c(C(=O)N2CCCCCC2)c1C	2	0	-2	0	9	-6	8	-7	0.1
CCOc1ccc(N(CC(=O)Nc2cccc(Cl)c2)S(=O)(=O)c2c(C)noc2C)cc1	18	21	-3	40*	-2	-8	2	-3	-0.2
O=[N+]([O-])c1ccc(S(=O)(=O)N2CCN(C3CCN(Cc4ccccc4)CC3)CC2)cc1	-3	-10	-13	-15	-5	3	2	12	9.3
COC(=O)C(Cc1c[nH]c2ccccc12)NC(C)=O (stereo not given)	2	-12	-2	-1	2	-5	20	-4	0.2
COCCn1cnnc1SCC(=O)Nc1cccc(S(=O)(=O)N2CCCCCC2)c1	9	-6	-6	-7	-1	-5	17	-5	0.1
CCN1CCN(CC(=O)Nc2c(OC)cccc2OC)CC1	-6	-11	-4	-12	2	-14	9	-24	0.4
COc1ccc(/C(C)=N\NC(=O)C(c2ccncc2)N2CCOCC2)cc1 (stereo not given)	-33	-5	-1	12	2	-7	4	-1	2.8
CN(C)C(=O)c1cc(C(=O)c2ccc(F)cc2C(F)(F)F)c[nH]1	-21	0	1	-7	4	-16	11	-13	5.2
O=C(/C=C/NNC(=O)c1cccc(Br)c1)c1cccc(Br)c1	10	-13	-3	-9	0	-7	10	1	0.4
COCCn1nnnc1CN1CCC(NC(=O)c2ccc(Br)cc2)CC1	-5	14	-1	-5	2	-3	-4	-2	-0.5
Cc1cc(Nc2ccc(Br)c(C)c2)n2nc(C)nc2n1	-37	-5	-4	-26	-2	0	6	-15	-0.4
Cc1cccc(C(=O)NC(C(=O)Nc2cccc(S(=O)(=O)N3CCCC3)c2)C(C)C)c1 (stereo not given)	-39	-4	-7	-24	4	-5	10	7	0.1
CC(=O)c1cccc(NC(=O)CC2S/C(=N/N=C3CCCCCC3)NC2=O)c1 (stereo not given)	-8	-3	-6	-18	-1	1	20	-11	0.7
C[C@@H]1Cn2cnc(C(=O)Nc3cccc(Cl)c3)c2C(=O)N1	-20	-2	3	/	4	/	3	-8	0.1
COc1ccccc1NS(=O)(=O)c1cc(C(=O)N2CCCC2)ccc1F	-14	-13	0	/	1	/	2	-10	2.5
COc1ccc(N2C(=O)CC(c3ccccc3)C2=O)cc1 (stereo not given)	7	-10	-3	-6	6	-1	18	5	1.6
COc1ccc(-n2nc(C(=O)Nc3ccc4c(c3)OCO4)c3ccccc3c2=O)cc1	9	-12	-4	-2	17	-7	11	6	1.2
Cc1ccc(CSCCNS(=O)(=O)c2ccccc2)cc1	6	13	-6	0	3	-4	-9	-4	0.1
c1ccc(CNc2c(-c3cccc(SC4CCCCC4)c3)nc3ccccn23)cc1	55*	-1&-1	-5	82*	2	-4	-4&-17	17	2.3&4.0
O=C1NCCOC(=O)[C@@H](Cc2ccc(F)cc2)CC/C=C/C[C@@H]1CC(=O)N(CCO)Cc1ccccc1	18	8	-1	-17	14	-8	-16	0	0.8
Oc1ccccc1CNCCCN1CCOCC1	1	-6	-8	-7	0	-11	17	-11	0.9
COc1ccc(C(=O)Nc2nnc(C(F)(F)F)s2)cc1	12	-10	0	-5	3	-20	13	-12	1.8
Cc1ccccc1NC(=O)CSc1nc2c(c(-c3ccco3)c1C#N)CCCC2	/	-11	-3	-10	/	-3	2	-5	-0.1
CCCCNC(=O)c1cc(C)nn1-c1ccccc1	-39	-11	-2	-23	-1	1	19	-29	0.3
CC(C)(C)NC(=O)C(c1ccccc1)N(Cc1ccco1)C(=O)c1csnn1 (stereo not given)	-7	-1	-3	-2	14	-11	6	5	0.2
COc1ccc(NC(=O)C(CC(C)C)NC(=O)c2ccccc2C)cn1 (stereo not given)	12	-12	-3	-20	1	-11	16	0	0.2

Arranged by value in TAAR1 antag (ascending): five of the compounds above
Structure | TAAR1 antag | CHRM1 agonist | TAAR1 agonist | M1 antag
CC(C)(C)NC(=O)C(c1ccccc1)N(Cc1ccco1)C(=O)c1csnn1 (stereo not given) | -7 | -3 | 14 | 5
Cc1ccc(CSCCNS(=O)(=O)c2ccccc2)cc1 | 6 | -6 | 3 | -4
COc1ccc(-n2nc(C(=O)Nc3ccc4c(c3)OCO4)c3ccccc3c2=O)cc1 | 9 | -4 | 17 | 6
COc1ccc(C(=O)Nc2nnc(C(F)(F)F)s2)cc1 | 12 | 0 | 3 | -12
c1ccc(CNc2c(-c3cccc(SC4CCCCC4)c3)nc3ccccn23)cc1 | 55* | -5 | 2 | 17

Further compounds:
SMILES	TAAR1 antag	CHO-K1 Ca antag	CHRM1 agonist	CHO parental Ca	TAAR1 agonist	OXTR potentiator	M1 PAM parental	M1 antag	CHO-K1 Ca ag
CC(=O)c1c(OC(=O)c2ccccc2)ccnc1C(F)(F)F	-13	-18	-3	-1	3	-4	14	-8	1.1
CCOC(=O)C1=CN(Cc2cccc(F)c2)S(=O)(=O)NC1c1ccccc1 (stereo not given)	-2	5	-4	-15	0	/	-6	-9	0.3
O=C1C(=O)N(Cc2cccnc2)C(c2ccc(Br)cc2)/C1=C(\O)c1ccc2c(c1)OCCO2 (stereo not given)	-17	-11	-1	0	0	-8	9	-2	0.6
O=C(CNC1CCCCCC1)Nc1ccccc1N1CCCCC1	-1	-14	-5	-9	25	-20	15	14	-0.8
CC(C)C[C@@H](CN1CCCC1CN1C(=S)NC[C@@H]1Cc1ccccc1)N1C[C@H](Cc2ccc(O)cc2)N(CC2CCCCC2)C1=S (stereo not given in full)	-24	-12	/	/	2	/	8	/	0.4
CC(=O)NC(CCS(C)(=O)=O)C(=O)Nc1ccc2c(c1)OCCO2 (stereo not given)	0	0	-3	-7	11	3	4	-3	0.1
CC1CC(C)(C)NC(=S)N1CCC(=O)Nc1ccc2c(c1)OCCO2 (stereo not given)	-17	-10	-4	-12	0	3	10	-8	3.6
COc1ccc(-c2ccc(N)[n+](CCCC(=O)O)n2)cc1	16	0	-2	-8	0	-12	6	-17	3.1
CCOC(=O)Cn1cnc2c(nnn2-c2cccc(OC)c2)c1=O	7	3	-1	-12	0	0	-4	-11	0.0
Cc1ccc(-n2nnc3c(=O)n(Cc4ccccn4)cnc32)cc1C	-33	-21	-1	-11	0	-9	24	-11	0.5
CSc1cccc(NC(=O)CCCOc2ccc(Cl)cc2Cl)c1	11	-12	-3	-6	4	-10	17	-1	0.7
Oc1ccc(-n2cccc2/C=N/n2cnnc2)cc1	4	8	-2	-3	1	-17	-6	7	-0.2
COc1cc2c(cc1OC)C(C)N(C(=O)c1cc3n(n1)C(C(F)(F)F)CC(c1ccco1)N3)CC2 (stereo not given)	8	-1	-2	-21	5	-12	13	-7	2.0
CC1=NN(c2ccc([N+](=O)[O-])cc2)C(=O)/C1=C\N(C)C	-6	-3	-6	-8	5	-7	24	-5	5.6
FC(F)Oc1ccc(-c2c[n+]3c(n2-c2ccccc2)CCCCC3)cc1	-7	-3	-7	-1	7	-2	-3	-5	0.1
CCCCCC(=O)NC(=S)Nc1ccc(Br)cc1C	-14	-15	-15	-16	4	-7	33	-6	-0.2
COc1ccc(OCCN2CCC(C(=O)NC(c3ccccc3)c3ccc4ccccc4n3)CC2)cc1 (stereo not given)	/	-4	-8	/	/	/	-1	5	0.8
COc1ccc(-n2ncc3c(=O)n(Cc4c(F)cccc4Cl)cnc32)cc1	-12	17	-2	-11	-1	-3	-15	17	-0.1
COc1cccc(CNC(=O)CN2CCC(c3nc4ccc(C)cc4[nH]3)CC2)c1	9	-9	-4	-23	1	-8	9	-3	-0.7
CC1CCc2cc(F)ccc2N1C(=O)CN1C(=O)c2ccccc2C1=O (stereo not given)	-9	2	-1	-20	2	-10	15	-1	1.4
O=C1N=c2ccccc2=C1c1sc(NS(=O)(=O)Cc2ccccc2)nc1O	-21	-6	0	7	0	-4	12	-4	0.6
COC(=O)c1cc(Cl)c(NC(=O)c2cc(OC)c(OC)c(OC)c2)cc1OC	-12	-21	0	-11	7	2	16	-8	0.4
Cc1nc2ccccc2nc(C)c1=NOCc1ccc(Cl)cc1Cl	9	5	-3	-7	-4	-6	9	9	5.5
O=C(NC(=S)Nc1cccc(Cl)c1N1CCCCC1)c1cccs1	-20	-26	-1	-39	8	-1	39	-10	4.2
O=C(COC(=O)C1CC2CCCC(C1)C2=O)NNC(=O)c1ccccc1Br (stereo not given)	-18	-10	-5	-8	5	0	12	-8	0.5
CCN(C(=O)CN1CCN(c2ccccc2OC)CC1)c1c(N)n(Cc2ccccc2)c(=O)[nH]c1=O	0	-11	-3	-11	2	-7	15	-8	0.6
COc1ccc(Nc2ccc3c(c2)=NC2(CCCCC2)[N+]=3[O-])cc1	-21	-1	-6	-19	14	-13	10	-5	0.3
CSc1ccc(/C=N/N2CCN(Cc3ccccc3)CC2)cc1	-5	-2	-10	-10	11	-14	8	-4	-0.2
NC(=O)CSc1nc(-c2ccccc2)nc2c1CCCC2	-22	-4	-3	-10	2	-3	-9	6	0.2
CC1CN(C(=O)COC(=O)c2cc(Cl)ccc2Cl)CC(C)O1 (stereo not given)	0	-11	-2	-12	1	-6	19	3	1.0
O=C(NCc1ccc(F)cc1)c1cc(C2CCCCN2S(=O)(=O)c2ccc(F)cc2F)on1 (stereo not given)	0	2	-5	/	1	/	-4	11	1.0
CC(=O)Nc1ccc(S(=O)(=O)N(Cc2ccccc2)C(C)C)cc1	13	-9	-2	3	9	-15	23	4	2.2
C=CCn1c(SCC(=O)O)nnc1-c1ccccc1	3	-9	-5	-2	1	4	22	-4	0.6
CCOC(=O)C1=C(CN2CCN(CCC#N)CC2)NC(=O)NC1c1ccc2c(c1)OCO2 (stereo not given)	-12	-13	0	-16	2	-8	9	7	0.6

Reformatted as comma-separated lines: entries from further up.
molecule,TAAR1 antag,CHO-K1 Ca antag,CHRM1 agonist,CHO parental Ca,TAAR1 agonist,OXTR potentiator,M1 PAM parental,M1 antag,CHO-K1 Ca ag
CCCCNC(=O)c1cc(C)nn1-c1ccccc1,-39,-11,-2,-23,-1,1,19,-29,0.3
COc1ccc(-n2ncc3c(=O)n(Cc4c(F)cccc4Cl)cnc32)cc1,-12,17,-2,-11,-1,-3,-15,17,-0.1

Source: PubChem
